Compound activity: PubChem BioAssay, Emory University Molecular Libraries Screening Center
14-3-3 PPI: 14-3-3 gamma protein interaction modulation; FP, 14-3-3gamma / TMR-pS259-Raf peptide binding; inhibition, % at 40 µM; P61981; hit rate 0.19% among 160,000; AID 422; in the data active = inhibition above about 30%;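 also: 0% = protein plus tracer without compound and 100% = blank with tracer alone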
Target sequence (P61981 whole entry, looked up): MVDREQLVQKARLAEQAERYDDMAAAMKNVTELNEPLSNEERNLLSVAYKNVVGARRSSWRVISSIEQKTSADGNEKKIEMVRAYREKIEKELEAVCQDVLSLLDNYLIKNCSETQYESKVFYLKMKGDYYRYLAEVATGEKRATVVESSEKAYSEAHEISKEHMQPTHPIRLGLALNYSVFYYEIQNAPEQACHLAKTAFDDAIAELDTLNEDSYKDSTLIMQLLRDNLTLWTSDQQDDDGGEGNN
* marks the source's active call; other numbers are inactive results; & = joins results of further samples. Only part of the results is shown. The share of hits here may be higher or lower than overall.

Start of the data: the first 5 entries, to show the layout:
SMILES	14-3-3 PPI
CCOc1ncnc2c1sc1nc(N3CCOCC3)c3c(c12)CC(C)(C)OC3	2
c1ccc2[nH]c(NCCN3CCOCC3)nc2c1	5
Cc1ccccc1Oc1ccc(Oc2ccccc2C)nn1	5
Cn1c(=O)c(C(=O)NCc2ccco2)c(O)c2ccccc21	4
COc1ccc(OCC2c3cc(OC)c(OC)cc3CCN2C(=O)c2ccco2)cc1 (stereo not drawn)	-14

The listing, from the first entry:
SMILES	14-3-3 PPI
CCOc1ncnc2c1sc1nc(N3CCOCC3)c3c(c12)CC(C)(C)OC3	2
c1ccc2[nH]c(NCCN3CCOCC3)nc2c1	5
Cc1ccccc1Oc1ccc(Oc2ccccc2C)nn1	5
Cn1c(=O)c(C(=O)NCc2ccco2)c(O)c2ccccc21	4
COc1ccc(OCC2c3cc(OC)c(OC)cc3CCN2C(=O)c2ccco2)cc1 (stereo not drawn)	-14
COC(=O)c1[nH]c2c(c1C)C(=O)CCC2	6&2
COCCOC(=O)C1=C(C)NC2=C(C(=O)C(C(=O)OC)C(C)C2)C1c1coc2ccc(C)cc2c1=O (stereo not drawn)	0
CC1CCN(C(=O)Cn2ccc3ccccc3c2=O)CC1	-5
CC(CCc1ccccc1)NC(=O)C1CCN(S(=O)(=O)c2cnc[nH]2)CC1 (stereo not drawn)	6
COc1ccccc1N=Cc1nc(-c2ccccc2)oc1OC(C)=O	0
COC(=O)Cc1csc(N)n1	-2
O=C1C(Nc2ccccc2)=CC(c2ccc(O)cc2)N1c1ccccc1 (stereo not drawn)	-10
CCOC(=O)c1c(NC(=O)c2ccc([N+](=O)[O-])cc2Cl)sc2c1CCC(CC)C2 (stereo not drawn)	-10
CCN(CC)c1ccc(NC(=O)c2ccc(-c3cccc(Cl)c3)o2)cc1	2
CC(C)c1cc(NCCc2ccccc2)n2c(nc3ccccc32)c1C#N	-3
O=c1[nH]c2cc3ccccc3cc2nc1-c1ccccc1NCc1ccccc1	0
Cc1ccc(C)c(Nc2cc(Cl)c3nonc3c2[N+](=O)[O-])c1	-7
O=C1c2oc3ccc(F)cc3c(=O)c2C(c2cccc(O)c2)N1CCCN1CCOCC1 (stereo not drawn)	-6
O=[N+]([O-])c1ccc(-n2nncc2C23CC4CC(CC(C4)C2)C3)cc1	3
Cc1ccc(C)c(-n2c(CNC(=O)c3ccco3)nnc2SCC(=O)Nc2nccs2)c1	-6
CCOc1ccc(-c2cn(-c3ccc(C)c(Cl)c3)c(=O)[nH]2)cc1	-215
COc1ccc(-c2cc3nc(C)cc(C)n3n2)cc1	4
COc1cccc(OCCOc2c(OC)cccc2OC)c1	-6
COc1ccc(NC(=O)CN2CCN(S(=O)(=O)c3ccc(Br)cc3)CC2)c(OC)c1	4
CCOc1ccc(/C(O)=C2/C(=O)C(=O)N(c3nc(C)c(C)s3)C2c2ccco2)cc1 (stereo not drawn)	-9
SMILES	14-3-3 PPI
O=C(NCCc1ccccc1F)C(=O)NCc1ccccc1	-5
COc1cc(NC(=O)Cn2c(=S)[nH]c3ccccc3c2=O)cc(OC)c1OC	-15
O=C(NCC1(N2CCOCC2)CCCCC1)c1ccc(Cl)c(S(=O)(=O)NCc2ccco2)c1	-2
CCOC(=O)C1=NN(c2ccccc2)C2C(=O)N(c3ccc(Cl)cc3)C(=O)C12 (stereo not drawn)	15
c1cncc(-c2nc(-c3ccc4c(c3)OCO4)cs2)c1	-9
Cc1ccc(CNc2ccc(N3C(=O)CCCC3=O)cc2[N+](=O)[O-])cc1	1
CCOC(=O)C1=C(C)N(c2ccccc2)C(=O)C1	-4
O=C(CCn1c(=O)[nH]c2ccsc2c1=O)NC1CCCCC1	-5
O=C(c1cc(-c2ccccc2)on1)N1CCN(Cc2ccc3c(c2)OCO3)CC1	8
Cc1ccc(-c2nc3ncccc3o2)cc1NC(=O)c1ccc(F)cc1	-15
Cc1cccc2nc(NC(=O)c3ccnn3C)sc12	-7
O=C(C1CCC1)N1CCc2cc(S(=O)(=O)Nc3cccc(Cl)c3)ccc21	-8
Cc1ccc(N2C(=O)CSC2c2ccc(F)cc2)cc1F (stereo not drawn)	-3
Cc1cc(NC(=O)c2cccnc2)ccc1-c1cc2ccccc2oc1=O	1
Nc1nc(CN2CCN(c3cccc(Cl)c3)CC2)nc(N2CCCc3ccccc32)n1	2
COc1cc(OC)c(N2C(=O)NC3CC2(C)Oc2ccc(Cl)cc23)cc1Cl (stereo not drawn)	-7
COCCNC(=O)Nc1ccc2snnc2c1	5
Cc1ccc2c(CSc3nncs3)cc(=O)oc2c1	1
COC(=O)c1c(C)n(-c2ccc(OC)cc2)c2c1cc(O)c1ccccc12	-9
O=C(Nc1ccc(F)cc1)c1cnc2n(c1=O)CCS2	-3
COC(=O)C1C(=O)C=C(N2CCOCC2)CC1(C)C (stereo not drawn)	-5
CCC(=O)N1c2ccccc2-c2nnc(SC)nc2OC1c1cc(Br)c(OC)c(OC)c1 (stereo not drawn)	6
Cc1ccccc1OCc1nc2c3c(-c4ccccc4)c(-c4ccccc4)oc3ncn2n1	-7
CCOc1ccc(CCNC(=O)Cn2c(-c3nonc3N)nc3ccccc32)cc1OCC	-19
Cc1ccc(C)c(-n2c3nc(=O)n(C)c(=O)c-3cc3c(C)nn(-c4ccccc4)c32)c1	-6

6 entries drawn at random from those above:
SMILES	14-3-3 PPI
COc1cc(OC)c(N2C(=O)NC3CC2(C)Oc2ccc(Cl)cc23)cc1Cl (stereo not drawn)	-7
Cc1ccc(N2C(=O)CSC2c2ccc(F)cc2)cc1F (stereo not drawn)	-3
O=C(C1CCC1)N1CCc2cc(S(=O)(=O)Nc3cccc(Cl)c3)ccc21	-8
O=C(Nc1ccc(F)cc1)c1cnc2n(c1=O)CCS2	-3
CCOc1ccc(CCNC(=O)Cn2c(-c3nonc3N)nc3ccccc32)cc1OCC	-19
Cc1ccccc1OCc1nc2c3c(-c4ccccc4)c(-c4ccccc4)oc3ncn2n1	-7

More compounds.
SMILES	14-3-3 PPI
O=C1CC(=O)N2C=CC=CC2=N1	-13
O=C(c1ccc(C(=O)N2CCCc3ccccc32)nc1)N1CCCc2ccccc21	3
COC(=O)C1C(=O)c2c([nH]c(C(=O)OC3CCCC3)c2C)CC1C (stereo not drawn)	3&-7
CCOC(=O)C(C(=O)Nc1ccc(Br)cc1)C1CCCCC1 (stereo not drawn)	-6
O=C(Cn1cnc2c(cnn2-c2ccccc2)c1=O)c1ccc(Cl)cc1	-5
COc1nc(Nc2ccc(OC(F)(F)Cl)cc2)nc(N2CCOCC2)n1	-8
CCOC(=O)c1sc2ncnc(Nc3ccc(C)cc3C)c2c1C	4
CC1CCCCC1NC(=O)COc1ccc2c(c1)C(=O)CC(C)(C)O2 (stereo not drawn)	-2
COC(=O)C1=CN(c2cccc(C(F)(F)F)c2)C=C(C(=O)OC)C1c1ccsc1	-47
CC(=O)c1cccc(S(=O)(=O)N2CCN(c3nc4cc(C)cc(C)c4cc3C#N)CC2)c1	-13
CCCc1noc2c1C(c1ccoc1)C(C#N)=C(N)N2 (stereo not drawn)	-5
CC(=O)Nc1ccc2c(c1)N(C(=O)CN(C)C)c1ccccc1CC2	-5
O=C(C1CCCN(Cc2ccc3c(c2)OCO3)C1)N1CCCC1 (stereo not drawn)	-6&-1
CCCCc1ccc(NC(=O)CSc2nc3c(c(=O)n2C)SC(C)C3)cc1 (stereo not drawn)	-25
O=C(NC(O)C(=O)c1cccs1)c1cccnc1 (stereo not drawn)	-2
CCOc1ccc(-c2nc3cc(N=Cc4ccccc4O)ccc3o2)cc1	-3
COc1ccc(C(CC(=O)Nc2nccs2)n2cccc2)cc1 (stereo not drawn)	-3
CSc1ccccc1NC(=O)c1ccc(N2CC3CC(C2)c2cccc(=O)n2C3)c(NC(=O)c2cc3ccccc3oc2=O)c1 (stereo not drawn)	-29
Cc1cc(NC(=O)CSc2nc(C(C)C)nc3sc(C)c(C)c23)no1	2
Cc1nc(NCC2CCCO2)c2nnn(Cc3ccccc3Cl)c2n1 (stereo not drawn)	-5
CCOc1cc(NC2CS(=O)(=O)CC2O)c(OCC)cc1NC(=O)c1ccccc1 (stereo not drawn)	-11
CCN(CCN(C)C)S(=O)(=O)c1cc(Br)cc2c1N(C(C)=O)CC2	-6
O=C(O)c1ccc(N2NC(c3ccccc3)=CC2O)cc1 (stereo not drawn)	-4
Brc1cccc(-c2nnc3sc(CNCc4ccco4)cn23)c1	2&-10
CC1CCC(C(C)C)C(OC(=O)CN2C(=O)c3ccc(Br)cc3C2=O)C1 (stereo not drawn)	-3
SMILES	14-3-3 PPI
COc1ccc2c(c1)CCc1c(C(=O)N3CCCc4ccccc43)noc1-2	-8&-5
O=C1CC(N2CCN(CCO)CC2)C(=O)N1c1ccccc1 (stereo not drawn)	-2
O=C(Nc1ccccc1)c1cc(S(=O)(=O)N2CCCc3ccccc32)cs1	-2
COc1ccc(C2=NN(c3ccccc3)C(c3ccc(OC)cc3)C2)cc1 (stereo not drawn)	-34
CCCCn1c(=N)n(CC(O)c2ccc(Br)cc2)c2ccccc21 (stereo not drawn)	0
COc1ccc(OC)c(-n2cnnn2)c1	1&-5
CCN(CC)c1ccc(C(=O)Nc2ccc3nc(N(CC)CC)cc(C)c3c2)cc1	-11
COc1cccc(-c2nnc(SCC(=O)Nc3ccc4c(c3)OCCO4)n2Cc2ccco2)c1	-5
Cn1c(=O)c2c(nc(Br)n2CC(=O)C23CC4CC(CC(C4)C2)C3)n(C)c1=O	-7
COc1cc2c(C(=O)N3CCN(Cc4ccccc4)CC3)cn(C)c(=O)c2cc1OC	2
O=C(O)c1cc(N2C(=O)c3ccc([N+](=O)[O-])cc3C2=O)cc(N2C(=O)c3ccc([N+](=O)[O-])cc3C2=O)c1	-21
Cc1ccc(S(=O)(=O)C2(C(=O)Nc3cccnc3)CC2)cc1	-5
CCCOc1ccc(C(=O)NCC2OCCc3ccccc32)cc1 (stereo not drawn)	1
CCCOc1ccc(N2C(=O)CC(N3CCN(c4ccccc4F)CC3)C2=O)cc1 (stereo not drawn)	-4
COCC(=O)Nc1ccc(N(C)C)cc1	2
CCOC(=O)c1cnc2c(Cl)cccc2c1Nc1ccc(C)cc1	-2
CC1CN(S(=O)(=O)c2ccc(NC(=O)CCCN3C(=O)c4ccccc4C3=O)cc2)CC(C)O1 (stereo not drawn)	3&11
Cc1ccc(Nc2ncnc3ccccc23)cc1Cl	-8
COC(=O)c1ccc(Sc2ccc(C)cc2)c([N+](=O)[O-])c1	4
O=C(CCCCCn1c(=S)[nH]c2ccc(N3CCOCC3)cc2c1=O)N1CCN(c2cccc(C(F)(F)F)c2)CC1	3
O=[N+]([O-])c1c(C(Cl)Cl)nn(-c2ccc(Cl)cc2)c1N1CCCCC1	1
COc1ccccc1C(=O)N1CCc2ccccc21	4&3
CCOC(=O)c1c(C(C)(C)C)oc2ccc(OCC(=O)OC(C)(C)C)cc12	-132
Fc1ccc2c(c1)c1nc3ccccc3nc1n2Cc1cc(Cl)cc2c1OCOC2	3
CC(=O)N1c2ccc(S(=O)(=O)CCC(=O)Nc3ccc(C)c(F)c3)cc2CC1C (stereo not drawn)	11
SMILES	14-3-3 PPI
COc1c(Cl)c(Cl)nc(Cl)c1C(N)=O	-3
Cc1occc1-c1nnc(SCC(=O)N2c3ccccc3CCc3ccccc32)n1C	0
CC(NS(C)(=O)=O)C(c1cccs1)N1CCN(c2ccc(F)cc2)CC1 (stereo not drawn)	-1
CCC(=O)N1CCc2cc(S(=O)(=O)Nc3ccc(Br)cc3C)ccc21	-6
O=C(Nc1ccc(NC(=O)c2ccco2)cc1)c1cccc(I)c1	-31
CCC1CCCCN1C(=O)c1cn(CC)c(=O)c2cc(OC)c(OC)cc12 (stereo not drawn)	7
CC(=O)N1CCc2cc(Br)cc(S(=O)(=O)N3CCC(N4CCCCC4)CC3)c21	-1
COCCOC(=O)c1c(C)oc2ccc(OCc3ccc(Br)cc3)cc12	-11
O=C(O)c1cc(S(=O)(=O)N2CCCCC2)ccc1Br	-1
O=C(O)c1ccc(S(=O)(=O)c2ccc3c(c2)C(=O)N(c2ccc(O)cc2)C3=O)cc1	2
O=C(CN(Cc1ccccc1)C(=O)c1ccco1)NCc1ccc(F)cc1	-3
Nc1ccnc(C(F)(F)F)c1C(=O)c1ccccc1	3&-15
Cc1cc(NC2C3CC4CC(C3)CC2C4)n2nnnc2n1 (stereo not drawn)	-10
CCn1c(N2CCCCC2)nc2c1c(=O)[nH]c(=O)n2C	6
CN1CCN(CC(=O)Nc2ccc(Cl)cc2Cl)CC1	3
CCOc1ccc2c(C)nc(NC3=NC(C)(C)C=C(C)N3)nc2c1	1&-19
COc1ccc2c(c1)CCc1c(C(=O)Nc3cccc(O)c3)noc1-2	1
COC(=O)c1sc(N)c(C(=O)OC)c1CSc1nnc(-c2ccccc2Cl)n1C	-16
O=C(Nc1cccc(F)c1)c1cc(S(=O)(=O)NCc2ccccc2)ccc1F	-1
COC(=O)C1(CCSC)NC(c2ccco2)C2C(=O)N(C)C(=O)C21 (stereo not drawn)	5
COC(=O)C(NC(=O)c1ccccc1)(Nc1sc2c(c1C(N)=O)CCC2)C(F)(F)F (stereo not drawn)	-42
COC(=O)c1cc(=O)nc2sc3ccccc3n12	-3&3

As a working copy, some entries already given.
SMILES	14-3-3 PPI
COc1ccc2c(c1)CCc1c(C(=O)Nc3cccc(O)c3)noc1-2	1
COC(=O)c1sc(N)c(C(=O)OC)c1CSc1nnc(-c2ccccc2Cl)n1C	-16
O=C(Nc1cccc(F)c1)c1cc(S(=O)(=O)NCc2ccccc2)ccc1F	-1
COC(=O)C1(CCSC)NC(c2ccco2)C2C(=O)N(C)C(=O)C21 (stereo not drawn)	5
COC(=O)C(NC(=O)c1ccccc1)(Nc1sc2c(c1C(N)=O)CCC2)C(F)(F)F (stereo not drawn)	-42
COC(=O)c1cc(=O)nc2sc3ccccc3n12	-3&3
